Eya2 phos inh – inhibitors of human Eya2 phosphatase activity | 330,000 compounds, 0.006% hits | recombinant Eya2, OMFP fluorescence dephosphorylation (OMFP is methylfluorescein phosphate) | Potency, µM (titrated, usually from 76.9 µM), inactives show top-dose activity, negative = inhibition, actives largely listed as inhibitors | O00167 | AID 488837; also: potency is read from the fitted curve at half-maximal effect; % is scaled to controls: 0 for no effect and ±100 for the full control effect
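Eya2 protein (added as 0.2 uM solution) was preincubated with compound for 10 min at ambient temperature in 50 mM HEPES pH 7.5, 50 mM NaCl, 5 uM MgCl2, 0.05% BSA, 1 mM DTT. OMFP (added at 50 uM) then reacted 10 min; fluorescence read at 485/525 nm.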
Tb PFK block – blocks T. brucei phosphofructokinase; 330,000 compounds, 0.17% hits; Potency, µM (doses to about 57.5 µM), without a hit: at the highest dose activity, negative = inhibition, actives largely listed as inhibitors; T. brucei PFK, ADP-Glo luminescence;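 also: potency is read from the fitted curve at half-maximal effect; 0% = uninhibited 1x PFK enzyme wells and -100% = no-enzyme wells; nearly all actives have a fitted effect of over 60% in size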
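1.25 nM PFK with 0.5 mM F6P and 0.1 mM ATP in 0.1 M TEA pH 8.0, 5 mM MgCl2, incubated 45 min at room temperature; ADP measured by ADP-Glo luminescence; compounds titrated up to 57 uM.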
uPA generation – cell surface uPA generation inhibition | Potency, µM (top dose mostly 38.3 µM), for inactives: top-dose activity change, negative = inhibition, hits mostly inhibitors | 330,000 compounds, 0.31% hits | AID 540303 | cell surface uPA generation assay, qHTS; active = well fitted inhibition curve with a large enough effect; inconclusive = small, poorly fitted or top-dose-only effect; inactive = no such curve, though single readings can be large or run the other way; tested in mouse RAW 264.7 cells; also: potency is read from the fitted curve at half-maximal effect; % is scaled to controls: 0 for no effect and ±100 for the full control effect; nearly all actives have a fitted effect of over 55% in size
TSG101-PTAP inh – blocks PTAP/TSG101 interaction to inhibit HIV-1 budding; Q99816; Fluorescence polarization, FITC-PTAP peptide / Tsg101 binding; Potency, µM (doses to about 115 µM), for inactives: top-dose activity change, negative = inhibition, hits mostly inhibitors; 340,000 tested, under 10 active; active = well fitted inhibition curve with a large enough effect in the main read-out, with a control signal flat, not every such curve was filed as active; inconclusive = small, poorly fitted or top-dose-only effect, or effect the other way, or a change in a side signal; inactive = no such curve, though single readings can be large or run the other way; also: potency is read from the fitted curve at half-maximal effect; % of control where 0% means no effect
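Tsg101 binding domain (10 uM final) was mixed with compound and a FITC-labeled PTAP peptide (50 nM final) in HEPES pH 7.5 buffer with NaCl, Tween 20, EDTA and TCEP; fluorescence polarization was read after 20 min at r.t.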
TSHR antagonist – human thyrotropin receptor antagonism. P16473. 330,000 compounds, 0.2% hits. TSHR-expressing cells, TSH-stimulated cAMP HTRF, 2 h; stronger effect = lower value. activity change, negative = inhibition, % at 11.5 µM;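 active = activity change below a set negative limit, meaning inhibition stronger than a set level, cut at about -70% in these data; inconclusive = activity change between two set negative limits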; also: % is scaled to controls: 0 for no effect and ±100 for the full control effect
Target sequence (P16473 whole entry, looked up): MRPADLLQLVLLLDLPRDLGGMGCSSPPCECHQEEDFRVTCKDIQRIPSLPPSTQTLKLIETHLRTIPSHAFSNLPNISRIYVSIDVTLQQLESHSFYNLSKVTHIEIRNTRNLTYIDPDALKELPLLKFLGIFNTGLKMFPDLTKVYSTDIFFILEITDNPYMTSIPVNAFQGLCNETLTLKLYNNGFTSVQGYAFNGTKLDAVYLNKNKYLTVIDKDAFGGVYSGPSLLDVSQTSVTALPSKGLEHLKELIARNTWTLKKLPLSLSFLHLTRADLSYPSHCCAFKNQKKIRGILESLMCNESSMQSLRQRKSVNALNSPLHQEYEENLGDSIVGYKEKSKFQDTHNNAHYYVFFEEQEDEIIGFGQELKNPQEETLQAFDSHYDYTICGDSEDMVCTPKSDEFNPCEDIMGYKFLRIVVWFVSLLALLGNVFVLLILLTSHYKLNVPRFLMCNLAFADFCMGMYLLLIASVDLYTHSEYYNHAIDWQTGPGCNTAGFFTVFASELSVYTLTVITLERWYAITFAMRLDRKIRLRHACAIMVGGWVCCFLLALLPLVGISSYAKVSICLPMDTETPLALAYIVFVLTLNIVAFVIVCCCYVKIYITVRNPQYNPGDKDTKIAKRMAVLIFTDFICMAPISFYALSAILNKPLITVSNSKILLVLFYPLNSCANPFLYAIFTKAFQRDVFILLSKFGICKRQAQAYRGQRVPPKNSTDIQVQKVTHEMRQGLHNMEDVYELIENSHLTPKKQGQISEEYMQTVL
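TSHR-expressing cells, 200/well, pre-treated with compound, then stimulated with EC80 TSH (4nM final) for 2 hours at 37 deg C. cAMP measured by competitive HTRF: anti-cAMP cryptate antibody in lysis buffer plus cAMP-d2, read after 30 minutes at room temperature.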
B2AR arrestin – beta2AR (human) beta-arrestin recruitment activity; P07550; beta-arrestin recruitment to beta2AR, cell-based reporter; Potency, µM (titrated, usually from 46.1 µM), inactives show at the highest dose activation, most hits filed as activators; 330,000 compounds, 0.02% hits; AID 492947;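 also: potency is read from the fitted curve at half-maximal effect; 0% = DMSO controls and full agonism = EC100 isoproterenol or metaproterenol; nearly all actives have a fitted effect of over 65% in size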
ELG1 repair inh – blocks ELG1-dependent DNA repair in HEK293T cells | HEK293T ELG1-luciferase reporter, luminescence, 16 h; DNA damage induced by 5-fluorouridine | Potency, µM (titrated, usually from 46.1 µM), inactives show at the top dose activity change, negative = inhibition, actives largely listed as inhibitors | 330,000 compounds, 2.3% hits | AID 504467; also: potency is read from the fitted curve at half-maximal effect; % is scaled to controls: 0 for no effect and ±100 for the full control effect; nearly all actives have a fitted effect of over 55% in size
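Step one: seed 2,000 cells per well. Step two: pin-transfer compound or DMSO alongside 5-fluorouridine. Step three: incubate 16 hr, 37 °C, 5% CO2. Step four: add ONE-Glo, wait 30 min, read luminescence.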
USP2a inh – inhibitors of human ubiquitin-specific protease USP2a | O75604 | USP2 core, Ub-CHOP2 coupled fluorogenic reporter, 485/531 | Potency, µM (titrated, usually from 38.3 µM), without a hit: top-dose activity change, negative = inhibition, hits mostly inhibitors | 330,000 compounds, 0.01% hits | AID 463254;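 also: potency is read from the fitted curve at half-maximal effect; plate controls were DMSO wells for no effect and full inhibition by NEM control for full effect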
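Deubiquitinase activity read as fluorescence (485/531 nm) after Ub-CHOP2 cleavage activates the enterokinase reporter on its substrate; USP2 core 10nM, Ub-CHOP2 and substrate 25nM each, 30min compound preincubation then 60min RT; data normalized to NEM, curves fitted.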
Mito fusion act – blocks mitochondrial division or promotes mitochondrial fusion; S. cerevisiae fusion-defective mutant growth rescue, CellTiterGlo 48 h; Potency, µM (doses to about 46.1 µM), for the others: at the highest dose growth rescue (activation), most hits filed as activators; 320,000 compounds, 0.23% hits;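 also: potency is read from the fitted curve at half-maximal effect; % of control where 0% means no effect; nearly all actives have a fitted effect of over 45% in size; temperature-sensitive fusion mutants such as fzo1-1 at 37 °C on non-fermentable ethanol glycerol medium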
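Read-out: ATP-based luminescence (CellTiterGlo, 10 min ambient) reporting growth of fusion-defective ts yeast after 48 hours at 37C on glycerol/ethanol YPEG medium in the presence of compound.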
TCR act – T cell receptor activation | primary human leukocytes, anti-CD3, IL-2 HTRF, 48 h | Potency, µM (series often up to 9.22 µM), for the others: at the top dose activation of IL-2 secretion, hits mostly activators | 330,000 tested, under 10 active | AID 504894; also: % of control where 0% means no effect
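Human primary leukocytes + a-CD3 beads + cpd, 48 hr; IL-2 in supernatant by HTRF (ex 320nm / em 665nm). No co-stimulatory signal supplied.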
Chronic BCR inh – blocks chronic active B-cell receptor signaling; ABC-DLBCL IkBa-CBG/CBR reporter, luminescence ratio, 4 h; 340,000 compounds, 0.05% hits; AID 493014; Potency, µM (top dose mostly 46.1 µM), for the others: at the top dose ratio change, negative = lower green/red ratio, actives largely listed as inhibitors; active = well fitted inhibition curve with a large enough effect in the signal ratio, with a control signal flat, not every such curve was filed as active; inconclusive = small, poorly fitted or top-dose-only effect, or effect the other way, or a change in a side signal; the % refers to the signal ratio;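 also: potency is read from the fitted curve at half-maximal effect; plate controls were basal doxycycline-induced cells for no effect and cells given 10 µM MG132 for full effect; MG132 reads +100%, hits lower the ratio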
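TMD8 human ABC-DLBCL cells with doxycycline-inducible IκBα–green luciferase fusion and unfused red luciferase, in 0.5% FBS medium; compounds up to 46 uM, 4 h at 37C. Green/red luminescence ratio, filter-overlap corrected, fitted to concentration-response curves.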
Numbers without * were called inactive; ? = inconclusive; . = no result given; & = joins results of further samples; [ ] = another dose, or the depositor's remark. Unless noted, calls follow the shape of the dose curve; as a rule, active = well fitted curve in the direction sought with a large enough effect; inconclusive = small, poorly fitted or top-dose-only effect, or another doubt; inactive = no such curve, though single readings can be large; an effect the other way counts as inactive or inconclusive.

SMILES	Eya2 phos inh	Tb PFK block	uPA generation	TSG101-PTAP inh	TSHR antagonist	B2AR arrestin	ELG1 repair inh	USP2a inh	Mito fusion act	TCR act	Chronic BCR inh
Cc1nn(C)cc1C1C(C#N)=C(N)N(c2cccnc2)C2=C1C(=O)CCC2 (configuration not stated)	-17%	2%	1%	-5%	3	-2.1%	-1%	2%	-3%	-7%[46.1 µM]	0%
CN1C(=O)/C(=C/c2ccc(OCc3ccc(F)cc3)cc2)NC1=S	5%	5%	2%	3%	1	-0.3%	-2%	-3%	-33%	2%	0%
C=CCn1c(C)csc1=Nc1ccc(C(C)=O)cc1	1%	-6%	-4%	0%	1	-0.3%	?	-1%	1%	-4%	?
CC12CCC(C(=O)NCCc3ccccc3)(OC1=O)C2(C)C (configuration not stated)	5%	3%	5%	0%	-1	0.2%	8%	2%	1%	-7%	1%
Cc1cc(N2CCCC2)nc2c(C)cccc12	-2%	-1%	3%	2%	2	-0.2%	9%	3%	0%	-11%	2%
O=C(Cn1nc(C(F)(F)F)c2c1CCC2)Nc1ccccc1C(F)(F)F	0%	2%	2%	-6%	-5	-0.7%	-27%	0%	2%	-6%[46.1 µM]	-14%
COc1ccc(/C=C/C(=O)N[C@@H](C)C(=O)O)cc1	-7%	0%	5%	0%	2	-0.4%	-2%	-1%	-2%	8%[46.1 µM]	1%
N#CCCCCN1c2cccc3cccc(c23)S1(=O)=O	-2%	-2%	3%	-7%	-6	-0.3%	-15%	-1%	6%	3%	-31%
CCOC(=O)c1c(S(=O)(=O)N2CCCC2)c(C)n(C)c1C	7%	-3%	0%	0%	10	-0.6%	-1%	2%	-1%	0%	6%
O=C(OCN1C(=O)c2ccccc2C1=O)c1ccco1	10%	1%	-1%	-4%	-10	0.4%	15%	2%	4%	-3%	6%
COc1ccccc1N1CCN(C(=O)c2ccccc2SCC(=O)N2CCCC2)CC1	-16%	-10%	-14%	-1%	18	0.0%	-2%	-1%	7%	-7%	9%
COc1ccc(Br)cc1[C@H]1[C@H]2C=CC[C@@H](C)[C@@H]2C(=O)N1Cc1ccccc1	3%	15%	-3%	-1%	7	2.6%	-26%	2%	?	-2%	0%
Clc1cccc(CSc2nnc(-c3ccccn3)n2Cc2ccco2)c1	-14%	-4%	-1%	-6%	-11	0.4%	?	-3%	30%	7%	-1%
Nc1nc(-c2ccccc2)c(-c2ccccc2)s1	7%	3%	-1%	-11%	-8	0.4%	22%	3%	-1%	-6%	-4%
Cc1nnc(SCC(=O)NC2CCCCC2)n1C1CCCCC1	1%	-1%	-1%	-1%	8	2.8%	-4%	2%	-1%	3%[46.1 µM]	8%
Cc1nnc(SC(C)C(=O)NC2CCCc3ccccc32)n1-c1ccccc1 (configuration not stated)	2%	-1%	0%	-5%	2	-0.6%	5%	0%	2%	-1%[46.1 µM]	-5%
O=C(O)CCS(=O)(=O)c1cc(Br)cc2c1N(C(=O)C1CC1)CC2	-6%	1%	5%	-2%	10	-0.5%	13%	5%	-4%	3%	-3%
Cc1cc(C)c(S(=O)(=O)N2CCCOC2CNC(=O)C(=O)NCc2ccccn2)c(C)c1 (configuration not stated)	6%	0%	-1%	-1%	-7	0.2%	-1%	-1%	3%	3%	-6%
COc1ccc(CN(C)C(=O)c2cc(-c3ccccc3)nc3ccc(C)cc23)c(OC)c1OC	-2%	0%	-6%	-2%	-15	-0.6%	?	-3%	-6%	-3%	5%
O=C(CSC1CC(=O)N(CCc2ccccc2)C1=O)Nc1cccc(Cl)c1 (configuration not stated)	-1%	?	-6%	-1%	-27	-0.9%	-2%	0%	15%	7%[46.1 µM]	-12%
Cc1ccccc1C(=O)Nc1ccc(S(=O)(=O)N2CCN(C)CC2)cc1	-17%	2%	1%	-4%	1	-0.3%	14%	-1%	-5%	6%	?
CC(=O)NCCC(=O)Nc1ncc(S(=O)(=O)c2ccc([N+](=O)[O-])cc2)s1	-11%	0%	5%	0%	2	0.1%	6%	-1%	-1%	0%	6%
O=[N+]([O-])c1cccc(C2=NCCC(c3ccccc3)O2)c1 (configuration not stated)	0%	1%	11%	.	16	0.4%	10%	4%	1%	1%	?
O=C(COC(=O)CNC(=O)C1CCCCC1)Nc1cccc(F)c1	-2%	-4%	-1%	0%	-4	-1.2%	2%	4%	0%	3%	2%
COc1ccc(-c2cc(C(=O)NCCCN3CCOCC3)on2)cc1OC	-8%	0%	-1%	-1%	9	0.3%	?	0%	?	-5%	-9%
CN(C)C(=O)c1c(NC(=O)c2ccco2)sc2c1CCCCC2	7%	-2%	0%	0%	8	-0.2%	5%	1%	-3%	-7%[46.1 µM]	-11%
CCN(CCS(=O)(=O)c1ccc(Cl)cc1)C(=O)Nc1ccccc1	-6%	-1%	-3%	-2%	7	-0.4%	-14%	0%	3%	-2%	?
CCCCN(Cc1cccs1)S(=O)(=O)c1ccc(-c2ccc(=O)[nH]n2)s1	-4%	-1%	0%	-1%	-21	0.3%	?	-1%	?	7%	9%
O=C(c1ccc2ccccc2c1)N1CCc2ccccc21	-8%	2%	1%	0%	-8	2.8%	?	4%	6%	0%	?
COc1cccc(OCC(O)CN2CCN(c3ccccc3)CC2)c1 (configuration not stated)	3%&-4%	3%&-15%	3%&10%	-1%&1%	1&29	0.4%&-1.1%	-4%&-13%	1%&-1%	3%&19%	4%&4%	?
Cc1nc(C2CC(=O)OC23CCCCC3)cs1 (configuration not stated)	-7%	-7%	1%	0%	4	0.1%	3%	-2%	-13%	-4%	0%
Cn1c(SCC(=O)c2ccccc2)nnc1-c1ccc(O)cc1	-20%	2%	-2%	-8%	-7	12%	?	5%	0%	-10%	?
Cc1ccc(Cl)cc1NC(=O)c1cc(NC(=O)CCCC(=O)O)ccc1N1CCCCC1	10%	0%	15%	-1%	-22	0.0%	15%	0%	-4%	0%	?
CCN(Cc1nc2ccccc2c(=O)[nH]1)Cc1nc2cc(OC)c(OC)cc2c(=O)[nH]1	6%	-9%	4%	-5%	-5	-0.4%	?	4%	0%	0%	1%
S=c1[nH]nc(-c2ccccn2)n1/N=C/c1ccc(-c2ccccc2Br)o1	11%	2%	-4%	0%	1	-0.2%	?	-2%	-5%	-2%	8%
O=C(NCCCN1CCOCC1)C1CC(=O)N(C2CCCCC2)C1 (configuration not stated)	12%	8%	-1%	-9%	-33	0.3%	11%	-2%	0%	-24%	-4%
CCN(CC)S(=O)(=O)c1ccc(C)c(NC(=S)N2CCN(c3ccccn3)CC2)c1	-15%	-7%	1%	-5%	-6	-0.3%	16µM*	0%	2%	-1%	2%
Cc1cc(C)nc(SCC(=O)NC2CCCC2)n1	1%	-1%	-8%	0%	-5	-0.9%	13%	-1%	-4%	0%	18%
Cc1cc(C(F)(F)Cl)n2ncc(-c3ccccn3)c2n1	12%	0%	-3%	1%	-1	-0.3%	-1%	-1%	-28%	-1%	1%
O=C(CCc1nnc(C2CCCCC2)o1)N1CCC(Oc2cccnc2)CC1	1%	5%	3%	0%	-4	-1.7%	?	0%	-2%	6%	0%
O=C(N/N=C\C=C\c1ccco1)C1COc2ccccc2O1 (configuration not stated)	-22%	24µM*	-14%	0%	-4	?	-4%	7%	-1%	-64%	?
COc1ccc(-c2nc(N3CCCCCC3)sc2C(=O)c2ccccc2)cc1	-6%	2%	-8%	0%	0	-1.0%	?	-1%	12%	9%	0%
Cc1cc(C)nc(NS(=O)(=O)c2ccc(NC(=O)c3nn(-c4ccccc4)ccc3=O)cc2)n1	-1%	11%	-1%	1%	4	0.2%	3%	4%	-9%	-7%	-22%
COc1c(Cl)cc(-c2noc(C)c2C(=O)NCc2ccccc2)cc1Cl	16%	2%	-21%	-9%	16	-0.2%	-29%	1%	3%	-3%	-8%
Cc1ccc(NC(=O)CN2C(=O)N/C(=C/c3ccc4c(c3)OCCO4)C2=O)cc1	-5%	-2%	-1%	-4%	15	-0.7%	?	1%	-5%	3%	-9%

Source: PubChem BioAssay (National Center for Advancing Translational Sciences (NCATS))

The order is random; overall some 3% were active at least once.
